Hsp70 displacement = Hsp70 inhibitors, probe displacement, primary screen, biochemical, fluorescence polarization (AID 583); Heat shock 70 kDa protein 1A (Homo sapiens); Hsp70 fluorescence polarization probe displacement, mP; higher % means a stronger effect; one-dose displacement, % at 20 µM; IC50 in µM for titrated hits; 140,000 compounds, 0.06% hits; in the data active = displacement above about 50%;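 also: plate controls were vehicle for no effect and reference ligand for full effect; a part of the inactive calls stands beside numbers as strong as those of hits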
Rat MKP-3 inhibitors = MKP-3 phosphatase inhibitors, primary screen, biochemical, rat enzyme, in vitro (AID 425) | one-dose inhibition, % at 20 µM; IC50 in µM for titrated hits | 110,000 compounds, 0.17% hits | Dual specificity protein phosphatase 6 (Rattus norvegicus) | recombinant MKP-3 phosphatase activity, fluorescence; higher % means a stronger effect; in the data active = inhibition above about 50%;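 also: plate controls were vehicle for no effect and reference inhibitor for full effect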
Numbers without * were called inactive; x = no result given. An excerpt, so the mix of outcomes need not match the whole.

Start of the listing, in advance, five compounds:
SMILES | Hsp70 displacement | Rat MKP-3 inhibitors
COc1cc(-c2nc(-c3ccc(NC(=O)c4ccc(Br)o4)cc3)no2)cc(OC)c1OC | -6.3% | x
CC(C)(C)C1CCc2[nH]nc(C(=O)O)c2C1 (stereo not drawn) | 0.3% | 0%
CSc1nnc(C2CCCN2)n1C (stereo not drawn) | -5.7% | 4%
Cc1occc1-c1nnc(SCC(=O)NC(=O)NC(C)C)n1N | -7.8% | -9%
COc1cc(OC)cc(C(=O)NC2CCSC2=O)c1 (stereo not drawn) | 2.7% | 3%

All compounds of this part, from the first entry:
SMILES | Hsp70 displacement | Rat MKP-3 inhibitors
COc1cc(-c2nc(-c3ccc(NC(=O)c4ccc(Br)o4)cc3)no2)cc(OC)c1OC | -6.3% | x
CC(C)(C)C1CCc2[nH]nc(C(=O)O)c2C1 (stereo not drawn) | 0.3% | 0%
CSc1nnc(C2CCCN2)n1C (stereo not drawn) | -5.7% | 4%
Cc1occc1-c1nnc(SCC(=O)NC(=O)NC(C)C)n1N | -7.8% | -9%
COc1cc(OC)cc(C(=O)NC2CCSC2=O)c1 (stereo not drawn) | 2.7% | 3%
O=C(CC1SC2=NCCN2C1=O)Nc1ccc(Br)cc1 (stereo not drawn) | -5.8% | -15%
CC(=O)Nc1ccc(NC(=O)/C=C/C(=O)O)cc1Cl | 1.7% | -2%
COc1cc(S(=O)(=O)N(Cc2ccccc2)Cc2ccccn2)ccc1-n1cnnn1 | -5.7% | x
CCC(C)(C)n1nnnc1C(c1cc2cccc(C)c2[nH]c1=O)N1CCN(C(=O)c2ccco2)CC1 (stereo not drawn) | -1.5% | -8%
O=C(NNc1c(F)c(F)c(F)c(F)c1F)C(O)(c1ccccc1)c1ccccc1 | -0.7% | 2%
Cc1cccc(CN2CCN(C(=O)c3ccc([N+](=O)[O-])cc3)CC2)c1 | 0.7% | 3%
O=S(=O)(Nc1cccc2nsnc12)c1ccccc1 | 6.5% | x
COc1ccc(C(O)(C(=O)NCCCCOc2ccccc2)c2ccc(OC)cc2)cc1 | 0.7% | 1%
CCOC(=O)C1=C(O)C(=O)N(c2ccc(S(N)(=O)=O)cc2)C1c1ccc(OC)cc1OC (stereo not drawn) | -2.8% | -22%
Cc1cc(Cl)ccc1OC(=O)c1cc2ccccc2o1 | 3.1% | 2%
O=C(O)CCc1ccc(-c2cccs2)n1NC(=O)c1ccco1 | 8.1% | 5%
O=C(Cn1cc(/C=C2\SC(=O)NC2=O)c2ccccc21)Nc1ccccc1 | 0.0% | 15%
CCN(CC)S(=O)(=O)c1ccc(F)c(C(=O)NCCCN2CCOCC2)c1 | 10% | -4%
COc1ccc(-n2nc3cc(C)c(NC(=O)c4cccs4)cc3n2)cc1 | 3.7% | -1%
CC1(C)CC(=O)C(C(/C=C/c2ccccc2)C2=C(O)CC(C)(C)CC2=O)C(=O)C1 (stereo not drawn) | -0.3% | -2%
CC12CCC(C(=O)N3CCN(c4ncccn4)CC3)(c3nc4ccccc4nc31)C2(C)C (stereo not drawn) | 2.3% | -2%
CSc1ccc(CN2CCN(Cc3ccc([N+](=O)[O-])cc3)CC2)cc1 | 0.6% | 2%
COC(=O)/C(=C\c1ccc(Cl)cc1)[N+](=O)[O-] | -0.6% | 3%
N[C@H](Cc1c[nH]c2ccccc12)C(=O)O | 2.2% | x
CCOC(=O)c1c[nH]c2ccc(Br)cc2c1=O | -1.3% | -1%
COc1ccc(N(C(=O)COc2ccccc2)C2C=CS(=O)(=O)C2)c(OC)c1 (stereo not drawn) | -3.8% | 1%
O=C(O)[C@H]1CCCC[C@H]1C(=O)NCCc1ccccc1 | -2.1% | x
C[C@H](NC(=O)C1(c2ccccc2)CCN(C(=O)[C@H]2CSCN2C(=O)OC(C)(C)C)CC1)C(=O)O | 3.2% | 5%
Nc1ccc(N(c2ccccc2)c2ccc(N)cc2)cc1 | -2.2% | x
O=S(=O)(CC(CN1CCCC1)N1CCCC1)c1ccc2ccccc2c1 (stereo not drawn) | 3.8% | -14%
CCOC(=O)c1c(NC(C)=O)sc2c1CCCNC2=O | -1.6% | -2%
CCOC(=O)Cc1csc(NC(=O)CCCCCN2C(=O)c3cccc4cccc(c34)C2=O)n1 | -0.3% | x
C=CCN(C(=O)CNC(=O)c1ccco1)C(C(=O)NC1CCCCC1)c1ccc(OC)cc1OC (stereo not drawn) | -1.5% | -2%
CCOC(=O)N1CCN(c2nc(-c3cccs3)cc(C(F)(F)F)n2)CC1 | 2.5% | x
CC1(C(=O)Nc2nccs2)Cc2ccccc2C(=O)O1 (stereo not drawn) | -0.6% | -11%
CCOC(=O)C1=C(C)OC(N)=C(C#N)C1c1c(C)nn(-c2ccc(C)cc2)c1Cl (stereo not drawn) | -5.5% | -4%
C=CCn1c(=N)c(C(=O)NCCCOC)cc2c(=O)n3ccccc3nc21 | -4.2% | -2%
COc1ccc(N2C(=O)C(Cl)=C(N3CCN(Cc4ccccc4)CC3)C2=O)cc1 | -6.3% | -2%
CCOc1cc(C(N)=O)cc(Br)c1OC | 4.9% | x
CCCCOc1ccc(-c2nnn(CC(=O)NCc3ccco3)n2)cc1 | 2.4% | -1%
Cc1c(C#N)sc2nc(-c3ccccc3)nc(/N=C/N(C)C)c12 | -1.8% | 2%
O=C(CSc1nnnn1C1CCCC1)N1CCCc2ccccc21 | 2.8% | 0%
COC(=O)c1cccc(NC(=O)c2ccc[n+]([O-])c2)c1 | 0.8% | -3%
CC(=O)c1cccc(NC(=O)CC2S/C(=N\N=C\c3cccs3)NC2=O)c1 (stereo not drawn) | 6.2% | 0%
O=C(Nc1ccc2c(c1)OCO2)c1cc2ncc(Br)cn2n1 | 3.3% | -2%
Cc1ccc(-c2nnc(-c3ccccc3)o2)cc1Br | 4.1% | -3%
COC(=O)C1=C(C)Nc2nc(-c3ccccc3)nn2C1c1ccc(C)o1 (stereo not drawn) | 0.5% | -1%
Cc1cc(C)cc(NC(=O)CCC(=O)O)c1 | -1.0% | 0%
Cc1ccc(C(=O)N(CN2CCCC2=O)c2ccc(F)cc2)cc1C | -3.4% | 4%
COc1ccccc1-c1noc(CCC(=O)Nc2cccc(C(F)(F)F)c2)n1 | 4.3% | 8%
Cc1ccc(C)c2[nH]c(=O)c(CCNC(=O)c3ccc4c(c3)OCO4)cc12 | 3.9% | x
Cc1ccc(NS(=O)(=O)c2cc(Cl)ccc2Cl)c([N+](=O)[O-])c1 | 1.6% | 3%
COCCCNC(=O)c1ccc(CS(=O)(=O)c2ccc(OC)cc2)o1 | 6.4% | -3%
CCC(=O)N1CCc2cc(Br)cc(S(=O)(=O)CCC(=O)NCc3ccco3)c21 | 9.3% | 2%
CC1CCc2c(sc(NC(=O)/C=C/c3ccccc3)c2C(N)=O)C1 (stereo not drawn) | 0.1% | 2%
COc1ccccc1Cc1noc(-c2ccc(I)cc2)n1 | -3.3% | 1%
COC(=O)Nc1ccc(Oc2ccccc2)cc1 | 0.1% | 5%
CC(C)c1ccc(NC(=O)Cc2cccc3ccccc23)cc1 | 2.9% | 1%
CCCCCCCc1c(C)nc(N2CCOCC2)[nH]c1=O | -2.5% | x
O=C1C2C3CCC(O3)C2C(=O)N1c1ccc(Cl)cc1 (stereo not drawn) | 1.1% | 2%

Remaining list, next part:
SMILES | Hsp70 displacement | Rat MKP-3 inhibitors
COC(=O)c1ccc(COc2cc(C)cc3oc(=O)cc(-c4ccccc4)c23)cc1 | -1.6% | 2%
S=C(NCc1ccc2c(c1)OCO2)Nc1ccccc1 | 1.0% | 2%
CCOc1ccc(S(=O)(=O)N2CCN(C)CC2)c(C)c1C | 8.0% | -12%
CCC(=O)Nc1cccc(-c2nnc(SCC(=O)NCc3ccco3)n2C)c1 | -5.6% | -9%
O=C(C1CC1)N(CCc1ccccc1)Cc1nc2ccccc2c(=O)[nH]1 | 3.3% | -12%
COC(=O)c1cc(C(=O)NCc2ccccn2)cc([N+](=O)[O-])c1 | 3.1% | 1%
COc1ccc(C2NCCc3c2[nH]c2ccccc32)cc1OC (stereo not drawn) | 1.9% | -1%
Cc1ccc(NC(=O)c2ccco2)c(NC(=O)CN2C(=O)c3ccccc3C2=O)c1 | 2.8% | -11%
O=C1/C(=C/c2c(Cl)cccc2Cl)SC(=S)N1CC1CCCO1 (stereo not drawn) | -2.9% | 3%
Fc1cccc(-c2cc3nc4c(c(N5CCN(c6cnccn6)CC5)n3n2)CCCC4)c1 | -1.5% | -4%
CCCC(C(=O)NCc1ccco1)N(C(=O)CNS(=O)(=O)c1ccccc1)C1CCCC1 (stereo not drawn) | 1.0% | 12%
CCCCCC(=O)Nc1ccccc1N1CCN(c2ccccc2)CC1 | -5.9% | -7%
O=C(/C=C/c1ccccc1)NC(=S)Nc1ccc2oc(-c3cccnc3)nc2c1 | -0.3% | 5%
CCOC(=O)c1c(NC(=O)Cc2ccccc2)sc(C(=O)N2CCCCC2)c1C | -3.6% | 0%
Cc1ccc(NC(=O)c2ccccc2[N+](=O)[O-])cc1 | 4.4% | -2%
CS(=O)(=O)NCc1nnc(SCC(=O)NC2CCCCC2)n1-c1ccc(F)cc1 | 6.9% | 0%
CCN(CC)c1ccc(C2C(C(=O)OCCOC(C)C)=C(C)NC3=C2C(=O)CCC3)cc1 (stereo not drawn) | 2.2% | -9%
O=C(O)CCC(=O)N(CCc1ccccc1)C1CC(=O)N(c2ccc(Cl)cc2)C1=O (stereo not drawn) | -1.6% | 3%
N#C/C(=C/c1ccc(C(=O)O)cc1)C(=O)Nc1cccc(Br)c1 | 0.8% | 4%
O=C1c2cccnc2C(=O)N1CO | 10% | -4%
c1ccc(CCNc2ncnc3c2cnn3-c2ccccc2)cc1 | 1.6% | x
Cc1ccc(-c2nn(-c3ccccc3)c3[nH]c(=O)c(CNCc4ccccc4)cc23)cc1 | -9.3% | x
O=C(O)c1ccc(NS(=O)(=O)c2ccc(Cl)cc2)cc1 | -4.6% | -1%
C1=C(c2ccccc2)N2CCN=C2S1 | 3.3% | x
O=C(NNC(=S)NC(=O)c1ccccc1[N+](=O)[O-])c1ccccc1 | 2.1% | x
Cc1nnc(NC(=O)CSc2nnc(CNC(=O)c3ccccc3)n2-c2ccccc2)s1 | 0.9% | -6%
CCC(CC)C(=O)NCCc1ccc(S(N)(=O)=O)cc1 | 5.6% | 4%
CC1(C(=O)Nc2cccc3ccccc23)CCCCC1 | 1.5% | 0%
Cc1nc2c(=O)[nH]c3ccccc3c2o1 | 2.1% | 0%
CCOc1ccc(-c2cc(C(=O)NC3CCCC3)c3ccccc3n2)cc1 | -1.2% | 1%

Profiles from above.
Profile of O=C(O)c1ccc(NS(=O)(=O)c2ccc(Cl)cc2)cc1 = Hsp70 displacement = -4.6%; Rat MKP-3 inhibitors = -1%
Profile of O=C(NNC(=S)NC(=O)c1ccccc1[N+](=O)[O-])c1ccccc1 = Hsp70 displacement = 2.1%; Rat MKP-3 inhibitors = x
Profile of Cc1nnc(NC(=O)CSc2nnc(CNC(=O)c3ccccc3)n2-c2ccccc2)s1 = Hsp70 displacement = 0.9%; Rat MKP-3 inhibitors = -6%

(listing goes on)
SMILES | Hsp70 displacement | Rat MKP-3 inhibitors
CCCC(=O)Nc1cc(C)c2c(=O)oc3ccccc3c2n1 | x | -8%
O=C(Nc1cccc(Br)c1)C1C2CC/C=C\CCC21 (stereo not drawn) | 2.9% | 0%
CCC(C)NC(=O)CC(c1ccc(OC)cc1)n1cccc1 (stereo not drawn) | 2.3% | -8%
COc1ccc(-c2nn(-c3ccccc3)cc2/C=c2\sc3nc(-c4ccc(Cl)cc4)nn3c2=O)cc1 | 1.2% | 3%
O=C1NC(=O)C(=Cc2ccc(-c3cccc(Br)c3)o2)C(=O)N1 | -9.6% | 53%*
OCCCc1nc2n(n1)C(c1ccccc1)C=C(c1ccccc1)N2 (stereo not drawn) | 6.4% | -12%
Cc1noc(NS(=O)(=O)c2ccc(NC(=O)CSc3nc4c(cc3C#N)CCCC4)cc2)c1C | -0.9% | -9%
C=CCc1c(C)nc2cc(-c3cccc(C)c3)[nH]n2c1=O | 0.9% | 0%
Cc1ccccc1-c1nnc(SCc2ccc(F)cc2)o1 | -3.6% | 0%
CC1CCC2(CC1)SCC(=O)N2c1ccccc1 (stereo not drawn) | 3.7% | x
CC(C)NC(=O)NC(=O)CSc1nnc(COc2ccccc2F)n1C(C)C1CC2CCC1C2 (stereo not drawn) | -0.6% | x
COc1ccc(/C=C/C(=O)NCc2ccc(Cl)cc2)cc1OC | 4.2% | 4%
O=C(c1ccccc1)N1CCN(c2ccc(NCc3ccc4c(c3)OCO4)cc2)CC1 | 2.1% | -10%
O=c1oc2ccccc2n1Cn1c(=O)oc2ccccc21 | -2.7% | -11%
CCOC(=O)N/N=C/c1ccccc1F | 4.1% | -3%
O=C(NCCc1ccccc1)c1noc2c1CCc1ccccc1-2 | 1.4% | -3%
CCC(C)c1ccccc1OCC(=O)Nc1cc(C(=O)O)cc(C(=O)O)c1 (stereo not drawn) | 0.9% | 0%
Cc1ccc(S(=O)(=O)N2CCCC(C(=O)NCCC3=CCCCC3)C2)cc1 (stereo not drawn) | -1.0% | x
O=C1NCCCc2nc(Oc3ccccc3)sc21 | 2.2% | -8%
Cc1c(NC(=O)CC(O)(C(F)(F)F)C(F)(F)F)c(=O)n(-c2ccccc2)n1C | -4.5% | -2%

Screening results as filed in PubChem BioAssay.
